# Epigenetic mod – derepresses silenced GFP locus in mouse C127i cells. AID 597. Potency, µM (top dose mostly 46.1 µM), for inactives: top-dose GFP derepression (activation). 0.09% of 68,000 active. mouse C127i GFP locus derepression, cytometry, 30 h; further: % of control where 0% means no effect
#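 Murine C127i mammary cells carrying a silenced, stably integrated CMV-driven GFP reporter were treated with compound for 30 hours at 37 C. After PBS washes, GFP-positive cells were counted by laser-scanning microplate cytometry.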
# Hsp90 Hop PPI – changes Hsp90-Hop TPR2A binding signal, up or down | AlphaScreen TPR2A-His6 binding biotin-Hsp90 C-terminal peptide | Potency, µM (top dose mostly 57 µM), for the others: at the highest dose activity change, negative = inhibition | 0.44% of 71,000 active; active means well fitted curve in either direction with a large enough effect; inconclusive means small, poorly fitted or top-dose-only effect, or another doubt; further: potency means the concentration at half of the fitted maximal effect; on the % scale 0 is the no-effect control and ±100 the full control effect; many of its hits are not listed in these tables
# CRE Fsk mod – modulators of forskolin-stimulated CRE signaling in CHO cells. CHO CRE-bla reporter (cAMP response element driving beta-lactamase), forskolin EC10, beta-lactamase ratio. Potency, µM (highest dose often 38.2 µM), inactives show at the top dose activity change, negative = inhibition, most hits filed as activators. 2.5% of 71,000 active. AID 662; active means well fitted activation curve with a large enough effect in the signal ratio, with a control signal flat, not every such curve was filed as active; inconclusive means small, poorly fitted or top-dose-only effect, or effect the other way, or a change in a side signal; the % refers to the signal ratio; further: potency means the concentration at half of the fitted maximal effect; % of control where 0% means no effect
#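 Modulation of forskolin signalling: compounds in titration series added with EC10 NKH 477 to CHO cells carrying a CRE-driven beta-lactamase reporter, 3 h, 37C. CCF4 FRET ratio (460/530 nm, ex 405 nm) gives %activity and AC50.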
# USP2a inhib – USP2a (human) protease inhibition; USP2a enzymatic assay, qHTS inhibition; AID 927; O75604; Potency, µM (titrated, usually from 38.3 µM), for inactives: at the top dose activity change, negative = inhibition, usual class: inhibitors; 0.1% of 60,000 active;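 further: potency means the concentration at half of the fitted maximal effect; nearly all actives have a fitted effect of over 60% in size; plate controls were DMSO for no effect and NEM full inhibition control for full effect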
# Target sequence (O75604 whole entry, looked up): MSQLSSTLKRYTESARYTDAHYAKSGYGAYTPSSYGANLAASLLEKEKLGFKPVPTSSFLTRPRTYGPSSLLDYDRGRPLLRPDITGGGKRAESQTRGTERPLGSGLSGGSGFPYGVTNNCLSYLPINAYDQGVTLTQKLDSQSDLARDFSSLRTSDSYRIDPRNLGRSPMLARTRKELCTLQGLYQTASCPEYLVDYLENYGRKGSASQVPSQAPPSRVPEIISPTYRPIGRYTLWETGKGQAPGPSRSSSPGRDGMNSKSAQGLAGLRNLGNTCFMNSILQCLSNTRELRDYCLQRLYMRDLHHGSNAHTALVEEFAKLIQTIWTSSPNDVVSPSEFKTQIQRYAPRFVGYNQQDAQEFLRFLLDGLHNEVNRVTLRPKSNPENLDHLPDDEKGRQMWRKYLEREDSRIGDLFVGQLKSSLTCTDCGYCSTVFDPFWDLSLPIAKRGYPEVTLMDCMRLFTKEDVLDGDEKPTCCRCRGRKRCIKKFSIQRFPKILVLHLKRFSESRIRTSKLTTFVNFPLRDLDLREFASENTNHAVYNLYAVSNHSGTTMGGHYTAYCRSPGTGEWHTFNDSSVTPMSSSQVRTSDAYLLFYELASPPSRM
#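 USP2 core (20nM final) preincubated 30 min RT with compound, then Ub-PLA2 20nM and NBD C6-HPC 20uM final added; buffer 20mM Tris-HCl pH 8.0, 2mM CaCl2. Fluorescence Ex 460/Em 535 read at 0 and 2.5 h; normalized to NEM.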
# BRCT inh green – BRCA1 BRCT-phosphoprotein interaction inhibition. Potency, µM (series often up to 76.9 µM), without a hit: top-dose activity change, negative = inhibition, most hits filed as inhibitors. BRCA1 BRCT-phosphopeptide binding, green fluorescence polarization. 0.05% of 75,000 active. AID 875. P38398;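 further: potency means the concentration at half of the fitted maximal effect; plate controls were peptide without protein for full effect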
#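 Fluorescence polarization: His-tagged BRCT (~35 kDa BRCA1 C-terminus, 250 nM) bound to 100 nM fluorescein-labeled phosphorylated 10-aa BACH1 peptide, pH 7.3 phosphate buffer with DTT and Tween 20. Compounds incubated 12 min at room temperature; inhibition read as lowered polarization.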
# ALOX15 inhib – blocks human 15-lipoxygenase activity. purified 15hLO-1, xylenol orange hydroperoxide absorbance. Potency, µM (top dose mostly 57.1 µM), inactives show at the top dose activity change, negative = inhibition, most hits filed as inhibitors. P16050. 1.4% of 74,000 active; further: potency means the concentration at half of the fitted maximal effect; on the % scale 0 is the no-effect control and ±100 the full control effect; nearly all actives have a fitted effect of over 55% in size
#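 Hydroperoxide formed from arachidonic acid (50 uM) by purified human 15hLO-1 (40 nM) oxidizes ferrous iron, and the ferric-xylenol orange complex is read at 573 versus 405 nm. Compounds were preincubated 15 min; reaction ran 6 min at room temperature.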
# BRCT inh red – inhibitors of human BRCA1 BRCT-phosphoprotein interaction (red fluorophore); P38398; Potency, µM (series often up to 76.9 µM), inactives show top-dose activity change, negative = inhibition, most hits filed as inhibitors; AID 892; BRCT-phosphopeptide binding, red fluorescence polarization; 0.03% of 75,000 active; further: on the % scale 0 is the no-effect control and ±100 the full control effect
#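 Fluorescence polarization: 100 nM His-tagged BRCA1 BRCT with 100 nM TAMRA-labelled phospho-BACH1 decapeptide, phosphate buffer pH 7.3 with 150 mM NaCl, DTT, 0.01% Tween 20; 12 min RT. Binding inhibition seen as FP decrease.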
# HADH2 inhib – blocks human hydroxyacyl-CoA dehydrogenase type II | recombinant HADH2, NADH fluorescence, beta-hydroxybutyryl-CoA | Potency, µM (titrated, usually from 57.1 µM), without a hit: at the highest dose activity change, negative = inhibition, actives largely listed as inhibitors | 3.4% of 73,000 active | Q99714 | AID 886; further: potency means the concentration at half of the fitted maximal effect; on the % scale 0 is the no-effect control and ±100 the full control effect; nearly all actives have a fitted effect of over 60% in size; many of its hits are not listed in these tables
# Target sequence (Q99714 whole entry, looked up, one chain of several): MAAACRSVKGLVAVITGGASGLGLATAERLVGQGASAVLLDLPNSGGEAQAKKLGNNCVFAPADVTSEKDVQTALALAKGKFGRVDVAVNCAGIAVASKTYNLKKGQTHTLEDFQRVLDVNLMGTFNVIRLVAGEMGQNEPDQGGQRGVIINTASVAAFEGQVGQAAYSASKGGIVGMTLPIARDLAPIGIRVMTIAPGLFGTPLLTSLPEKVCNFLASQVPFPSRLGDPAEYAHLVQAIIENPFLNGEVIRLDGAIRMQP
#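 Activity measured as NADH fluorescence gain (360/450 nm), taken as the change between first and last reads of a 4-min kinetic run. Conditions: pH 9.0 Tris buffer, 20 nM E. coli-expressed His-tagged enzyme, 1 mM NAD+, 90 uM beta-hydroxybutyryl-CoA; 15-min compound preincubation.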
# HBB splicing – hemoglobin beta splicing modulation | HBB splicing reporter cell assay, activation; EGFP reporter with mutant IVS2-654 intron; response scale: normalised to 500 nM splice-correcting PNA | Potency, µM (highest dose often 46.1 µM), for inactives: at the highest dose activation, hits mostly activators | 0.06% of 65,000 active | AID 925; further: potency means the concentration at half of the fitted maximal effect; 0% is about no effect
#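 Compounds were applied for 2 days to HeLa EGFP-654 cells, 500/well in Optimem with 2% FCS. The reporter's EGFP is disrupted by mis-splicing of beta-globin intron IVS2-654. Readout: summed well GFP fluorescence from 488 nm laser scanning; reference was 500 nM antisense […] 654 PNA.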
# Ub-GFP proteasome – inhibits proteasome, raising ubiquitin-GFP reporter fluorescence; Ubiquitin-GFP reporter cells, proteasome inhibition, GFP fluorescence; response scale: untreated = 0%, 10 µM MG-132 = 100%; 67,000 tested, under 10 active; Potency, µM (top dose mostly 45.9 µM), inactives show at the highest dose activation (GFP accumulation), usual class: activators; AID 526; active means well fitted activation curve with a large enough effect, not every such curve was filed as active; inconclusive means small, poorly fitted or top-dose-only effect, or another doubt; inactive means no such curve, though single readings can be large or run the other way; further: potency means the concentration at half of the fitted maximal effect
#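 U2OS cells expressing ubiquitin(G76V)-GFP, seeded overnight in 0.5% FBS medium, then treated 4 hr at 37 C across 46 uM to 2.9 nM. GFP-positive cells counted by laser cytometry (488 ex/515 em); %activity scaled between basal and 10 uM MG-132.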
# Pol III holo inh – inhibitors of bacterial DNA polymerase III holoenzyme; reconstituted DNA polymerase III holoenzyme replication, biochemical; Potency, µM (series often up to 57.1 µM), inactives show top-dose activity change, negative = inhibition; 0.25% of 71,000 active; further: potency means the concentration at half of the fitted maximal effect; on the % scale 0 is the no-effect control and ±100 the full control effect
#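 Reconstituted *E. coli* holoenzyme (0.35 nM Pol III, 1 nM beta, 154 nM SSB, 2 nM primase) was preincubated with compound for 15 min at RT. Synthesis on 1.4 nM ssM13Gori ran 35 min, then was stopped with PicoGreen/EDTA and read as dsDNA fluorescence.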
# Active calls of the source: *; ? = inconclusive; · = not tested or not shown; [ ] = remark or other dose. Unless noted, the call rests on the fitted dose curve; in most records, active means well fitted curve in the direction sought with a large enough effect; inconclusive means small, poorly fitted or top-dose-only effect, or another doubt; inactive means no such curve, though single readings can be large; an effect the other way counts as inactive or inconclusive. A portion of the library (hit frequency here may not be typical).
SMILES,Epigenetic mod,Hsp90 Hop PPI,CRE Fsk mod,USP2a inhib,BRCT inh green,ALOX15 inhib,BRCT inh red,HADH2 inhib,HBB splicing,Ub-GFP proteasome,Pol III holo inh
O=C(O)C1CC=CCC1C(=O)Nc1cccc(C(=O)N2CCCCC2)c1 (configuration not stated),-8%,-4%,-2%,0%,1.8%,0%,0.7%,1%,1.3%,8%,4%
COCCn1c(=O)c(-c2ccccc2)nc2cnc(N3CCOCC3)nc21,-3%[9.22 µM],-2%,?,10%,-0.5%,-8%,-2.2%,10%,0.1%,0%,-2%
O=c1[nH]cc(COCc2ccccc2)c(=O)[nH]1,7%,1%,-2%,-2%,-1.6%,7%,-1.3%,4%,1.0%,7%,4%
CCOC(=O)C1=C(C)NC(SCc2cc(=O)[nH][nH]2)=C(C#N)C1c1cccs1 (configuration not stated),8%,-13%,?,33%[activator],1.7%,?,-0.3%,-28%,-0.3%,1%,-7%
COC(=O)NC(CC(C)=O)c1ccc(F)cc1 (configuration not stated),·,·,·,·,-2.4%[15.4 µM],5%[11.4 µM],1.6%[15.4 µM],-3%[11.4 µM],0.1%[9.22 µM],·,·
COc1ccc(-n2nc(C(=O)NCc3ccco3)c3c4ccccc4n(C)c3c2=O)cc1,2%,1%,?,40%[activator],0.1%,-12%,-0.9%,?,-0.9%,2%,-1%
CCCCc1nnc(NC(=O)C2CCCO2)s1 (configuration not stated),4%,-2%,-1%,-1%,3.4%,-6%,1.1%,11%,0.7%,-5%,1%
Cc1ccc(C(=O)CSc2nnc(-c3ccco3)o2)o1,-2%,1%,5%,-1%,0.3%,6%,0.8%,?,-1.1%,-4%,-1%
COCCOC(=O)c1[nH]c2c(c1C)C(=O)CC(c1ccc(F)cc1)C2 (configuration not stated),·,-5%[2.3 µM],3%,·,2.1%,-9%,0.4%,4%,0.9%,0%,-2%
COCCn1c(=O)c(-c2cccc(C#N)c2)nc2cnc(Oc3ccccc3)nc21,-3%[9.22 µM],-2%,?,32%[activator],-3.0%,-9%,-0.6%,1%,0.1%,4%,8%
Cc1c(N=C/C=C/c2ccccc2)c(=O)n(-c2ccccc2)n1C,-4%,-4%,-4%,-2%,-1.5%,4%,-0.2%,-12%,0.4%,-9%,1%
Cc1ccc(C(=O)CSc2ccccn2)cc1,2%,2%,-4%,-3%,0.0%,?,-0.2%,3.2µM*,·,10%,1%
CCCC(C(=O)NCc1ccco1)N(C(=O)CNS(=O)(=O)c1ccc(Cl)cc1)C1CCCC1 (configuration not stated),-2%,-9%,?,22%,0.3%,25µM*,-0.9%,-1%,1.7%,0%,-12%
CCCCCn1c(C(C)NC(=O)CCC)nc2ccccc21 (configuration not stated),·,1%,-8%,·,-1.1%,3%,-0.3%,4%,-0.7%,-9%,-5%
COC(=O)[C@H](CCSC)NC(=O)N1CCN(c2cccc(C(F)(F)F)c2)CC1,0%,-5%,?,6%,-2.4%,5%,0.8%,3%,-5.9%[0.369 µM],-6%,0%
CCOC(=O)Cc1csc(Nc2c(C)n(C)n(-c3ccccc3)c2=O)n1,1%,2%,-2%,-9%,0.4%,4%,-1.0%,-5%,0.1%[57.5 µM],-3%,-2%
Cc1ccc(S(=O)(=O)NCCc2ccncc2)cc1,0%,-1%,9%,3%,-2.0%,0%,-1.0%,-12%,0.2%[9.22 µM],-14%,2%
Cc1sc2ncn(CC(=O)NCCCC(=O)N3CCN(c4ccccn4)CC3)c(=O)c2c1C,-1%,-3%,8%,9%,-0.4%,7%,0.0%,-5%,-2.5%,-4%,-6%
CN(C1CCCCC1)S(=O)(=O)c1ccc(S(=O)(=O)N2CCN(CCC#N)CC2)cc1,-5%,-2%,5%,·,-0.1%,2%,-0.3%,-12%,-0.2%,-15%,0%
CC(C)NC(=O)Cn1c(SCC(=O)N2CCCCCC2)nc2ccccc21,0%,0%,0%,24%,-0.8%,0%,-1.6%,5%,·,-1%,-6%
CC(=O)OC[C@@H]1O[C@@H](O/N=C2/C[C@@H](O)[C@@H](O)[C@@H]3[C@@H]4C(=O)N(C(C)(C)C)C(=O)[C@H]4CC[C@H]23)[C@H](OC(C)=O)[C@H](OC(C)=O)[C@@H]1OC(C)=O,·,·,·,·,-1.7%[15.4 µM],3%[11.4 µM],-0.2%[15.4 µM],4%[11.4 µM],-0.8%[9.22 µM],·,·
CCC(Sc1nc2ccccc2s1)C(=O)Nc1nnc(C)s1 (configuration not stated),-2%,1%,-5%,32%[activator],-2.3%,-22%,-2.2%,?,-1.5%,9%,6%
c1ccc(-n2cnnc2SCc2cn3ccccc3n2)cc1,2%,-3%,?,-12%,-0.6%,11%,0.1%,-3%,0.0%[57.5 µM],-7%,0%
COc1ccccc1NC(=O)N1CCCC1C(=O)Nc1ccc2c(c1)OCO2 (configuration not stated),-2%,-1%,-1%,0%,-1.7%,1%,0.4%,-6%,·,-5%,-6%
CCOC(=O)CSc1nnc(CNC(=O)c2cccs2)n1-c1cc(C)ccc1C,1%,3%,?,6%,-1.9%,4%,-0.4%,-2%,-4.2%,3%,0%
CCOC(=O)C1CCN(C(C(=O)NC2CCCCC2)c2ccc(OC)cc2)CC1 (configuration not stated),1%,4%,-3%,7%,-0.8%,1%,-0.3%,8%,0.1%,7%,-7%
O=C(Nc1ccccc1)N1CCCC2(CCN(C(=O)c3cnccn3)CC2)C1,-2%[9.22 µM],-3%,-4%,-1%,-1.9%,7%,-0.9%,4%,4.1%,-5%,-5%
COc1ccc2c(C(=O)CN3CC(C)OC(C)C3)c[nH]c2c1 (configuration not stated),8%,-6%,15%,2%,-6.6%,-5%,1.0%,?,-1.4%,0%,-4%
COC(=O)[C@@H]1CC[C@H](C)[C@@H](c2ccc(C)cc2)N1C(=O)c1ccc(/C=N\O[C@@H](C)CN2CCCCc3nc(C)c(C)cc32)cc1,·,·,·,·,-1.0%[15.4 µM],-5%[11.4 µM],-0.4%[15.4 µM],5%[11.4 µM],2.0%[9.22 µM],·,·
N[C@@H](CSC1(c2ccc(Cl)cc2)c2ccccc2-c2ccccc21)C(=O)O,2%[9.22 µM],-3%[11 µM],-3%[7.6 µM],·,-1.3%[15.4 µM],4%[11.4 µM],-1.0%[15.4 µM],1%[11.4 µM],3.5%[9.22 µM],0%[9.17 µM],-11%[11.4 µM]
CC(C)OCCCNC(=O)NC12CC3CC(CC(C3)C1)C2,-4%,-2%,-11%,6%,-1.3%,7%,-0.2%,4%,1.3%,-4%,-2%
CCCN(CCO)Cc1ccc(Cl)c(Cl)c1,2%,2%,-5%,-10%,-3.7%,-17%,0.0%,4%,0.3%,3%,-4%
COc1cc(C(=O)Nc2c(-c3ccccn3)c(=O)c3ccccc3n2C)cc(OC)c1OC,3%,-1%,0.16µM*,-1%,-1.5%,10%,0.6%,-1%,0.4%,-7%,-3%
O=C1C(=O)N(CCCn2ccnc2)C(c2cccnc2)/C1=C(/O)c1ccc(Br)cc1 (configuration not stated),0%,-3%,4%,-2%,-2.7%,-14%,1.2%,8%,1.5%,-12%,-6%
Cc1ccc(OCCN2C(=O)CSC2=O)cc1,0%,5%,15%,0%,-3.0%,3%,0.0%,3%,-5.6%,-6%,3%
CCOC(=O)c1ccccc1NC(=O)CC1Nc2ccccc2NC1=O (configuration not stated),20%,-2%,?,4%,0.8%,?,-0.9%,3%,-1.7%,11%,-2%
O=C(N1CCOCC1)N1CCN(S(=O)(=O)N2CCOCC2)CC1,0%,-5%,-2%,-7%,-2.4%,3%,-2.2%,7%,8.5%,0%,-3%
O=C(O)CCC(=O)N1CCc2cc(S(=O)(=O)N3CCC(Cc4ccccc4)CC3)ccc21,·,-4%,-5%,·,1.9%,1%,0.4%,3%,-0.6%,2%,-2%
